Screening data as filed in PubChem.
FXIa inh = blocks human coagulation factor XIa activity. 33,000 tested, 0.3% active. P03951. inhibition, % at 10 µM. purified human FXIa, fluorogenic AMC substrate cleavage;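 active means inhibition above 40% in the primary screen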;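 further: 0% = enzyme without compound and 100% = blank wells lacking enzyme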
FXIIa single = blocks human coagulation factor XIIa activity; P00748; purified human FXIIa, AMC substrate fluorescence, 2 h; inhibition, % at 10 µM; 33,000 tested, 0.2% active; in the data active means inhibition above about 30%;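 further: 0% = enzyme with vehicle only and 100% = no enzyme blank; many of its hits are not listed in these tables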
Target sequence (P00748 20-372 limits assumed): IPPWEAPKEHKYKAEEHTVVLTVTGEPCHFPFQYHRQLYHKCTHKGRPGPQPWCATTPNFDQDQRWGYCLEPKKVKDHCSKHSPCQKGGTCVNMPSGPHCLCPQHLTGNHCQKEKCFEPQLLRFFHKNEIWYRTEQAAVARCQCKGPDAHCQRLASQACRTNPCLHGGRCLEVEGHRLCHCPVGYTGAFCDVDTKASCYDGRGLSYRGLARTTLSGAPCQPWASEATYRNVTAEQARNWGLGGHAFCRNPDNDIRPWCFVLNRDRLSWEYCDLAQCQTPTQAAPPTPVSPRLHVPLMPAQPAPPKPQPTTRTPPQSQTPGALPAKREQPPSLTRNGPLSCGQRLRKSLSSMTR
Target sequence (P00748 373-615 limits assumed): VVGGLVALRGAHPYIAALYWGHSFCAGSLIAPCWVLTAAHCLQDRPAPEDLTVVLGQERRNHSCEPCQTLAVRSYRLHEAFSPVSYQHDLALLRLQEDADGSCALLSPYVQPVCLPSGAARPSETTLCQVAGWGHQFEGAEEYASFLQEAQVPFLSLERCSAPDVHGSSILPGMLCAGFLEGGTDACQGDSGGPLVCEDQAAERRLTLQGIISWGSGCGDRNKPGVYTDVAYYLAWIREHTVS
Starred values were filed as active, the others as inactive. The list is partial. The share of hits here may be higher or lower than overall.

FXIa inh | FXIIa single | SMILES
2 | -3 | CCOC(=O)C1=c2s/c(=C\c3cccnc3)c(=O)n2C(N)=C(C(=O)OC)C1c1cccnc1 (configuration not stated)
3 | 10 | CC1(C)C2CC=C(/C=N/n3cnnc3)C1C2 (configuration not stated)
-7 | 0 | O=S(=O)(c1ccc(-c2ccccc2)cc1)N1CCOCC1
5 | 5 | CC(C)CC(=O)N1CCN(Cc2ccc3c(c2)OCO3)CC1
-4 | 5 | O=C(c1ccccc1)c1cccc(NC(=O)C2CC2)c1
2 | 1 | CCOc1c(Cl)cc(CNC(C)(C)CC(C)(C)C)cc1OC
15 | 4 | CCOc1ccc(-c2cc(CCCC(=O)NCCc3ccccc3)no2)cc1
1 | 6 | CCOC(=O)C1CCCN(Cc2ccccc2C)C1 (configuration not stated)
-8 | 7 | CCCCOCP(=O)(CC)COCCCC
0 | 2 | CCOC(=O)N1CCC(NS(=O)(=O)c2ccc3c(c2)CCN3C(C)=O)CC1
-1 | 9 | CCN(C(=O)C1CCCCC1)c1nnc(-c2cccnc2)s1
-5 | 6 | COc1c(S(=O)(=O)NCCN2CCOCC2)ccc(Cl)c1Cl
-3 | 4 | O=CNCCCc1nc2ccccc2n1Cc1cccc2ccccc12
1 | 1 | CCCCN(CC)S(=O)(=O)c1ccccc1
-9 | 4 | CCCc1nc2ccc(NC(=O)c3ccco3)cc2c(=O)n1Cc1ccc(Cl)cc1
1 | 4 | CCOc1ccc(C(=O)Nc2c(C(N)=O)oc3ccccc23)cc1
7 | -13 | O=C1NC(c2ccccc2)=C(c2nc3ccccc3s2)C(c2ccc(F)cc2)N1 (configuration not stated)
5 | 10 | O=C(c1cnc2n(c1=O)CCS2)N1CCN(c2ccccc2F)CC1
-6 | -29 | CCNc1nc(C)c2cc(Br)c(=O)n(CC)c2n1
0 | 12 | COc1nc(-c2ccccc2)c2c(c1C#N)CC(C)(C)OC2
1 | -7 | CCOC(=O)C1CCN(C(=O)Cn2cc(C#N)c3ccccc32)CC1
-11 | -12 | N#Cc1nc(COc2ccc(Br)cc2)oc1N1CCCC1
1 | 23 | Cc1ccc(N(CC(=O)NCCc2ccccc2)S(=O)(=O)c2c(C)noc2C)cc1
5 | 9 | O=c1c2ccccc2nnn1CSc1nnnn1-c1ccccc1
-5 | 4 | Cc1ccc(SCCC(=O)N2CCCC2)cc1
3 | 6 | CCCC(=O)NC(C)C(c1cccs1)N1CCN(c2ccccc2)CC1 (configuration not stated)
-9 | 7 | CCc1ccc(C(=O)N2CCC(c3nc4ccccc4s3)CC2)cc1
-1 | -2 | O=C(Cc1csc(N2CCOCC2)n1)N/N=C/c1ccc(F)cc1
2 | 6 | CCOC(=O)COc1ccc(S(=O)(=O)NCc2ccncc2)cc1
-2 | -2 | Cc1cccc(NCN2C(=O)c3ccccc3C2=O)c1

Single records (already shown). Order of screens: FXIa inh | FXIIa single
Listed for `Cc1ccc(SCCC(=O)N2CCCC2)cc1` → -5 | 4
Listed for `CCOc1ccc(-c2cc(CCCC(=O)NCCc3ccccc3)no2)cc1` → 15 | 4
Listed for `Cc1ccc(N(CC(=O)NCCc2ccccc2)S(=O)(=O)c2c(C)noc2C)cc1` → 1 | 23
Listed for `CC(C)CC(=O)N1CCN(Cc2ccc3c(c2)OCO3)CC1` → 5 | 5
Listed for `CCOC(=O)COc1ccc(S(=O)(=O)NCc2ccncc2)cc1` → 2 | 6

Other compounds:
FXIa inh | FXIIa single | SMILES
-6 | 3 | Cc1nc(NC(=O)CN(C)S(=O)(=O)c2ccc(Cl)cc2)sc1C
-9 | 3 | O=c1c2c3c(sc2n(CCN2CCCCC2)c(=O)n1Cc1ccco1)CCCCC3
-1 | 13 | O=C(CS(=O)c1ccc(C(F)(F)F)cc1[N+](=O)[O-])Oc1ccccc1 (configuration not stated)
2 | 8 | CN1CCc2ccccc2C1C1CCNCC1 (configuration not stated)
-5 | 8 | CC1CCN(S(=O)(=O)N2CCC(C(=O)NCCN3CCOCC3)CC2)CC1
7 | 5 | CN1C(=O)/C(=C2\SC(N3CCCCCC3)=NC2=O)c2ccccc21
-26 | 8 | Cc1cc(=O)n2nc(N3CCCC(C(=O)NC(C)c4ccccc4)C3)sc2n1 (configuration not stated)
23 | -13 | COC(=O)Cn1c(C)nc2ccccc21
-4 | 5 | CCN(CC)C(=O)Cn1cnc2sc(C(=O)N3CCN(c4ccc(OC)cc4)CC3)c(C)c2c1=O
-6 | 9 | Cn1cc(C(=O)N2CCc3ccccc3C2)c(=O)c2cc(S(=O)(=O)N3CCCCC3)ccc21
-39 | -83 | CN(C)CCCNS(=O)(=O)c1ccc(N2CCC(c3ccc(Cl)cc3)=N2)cc1
-1 | 6 | COC(=O)c1cc(COc2ccc3c4c(c(=O)oc3c2)CCC4)c(C)o1
0 | 7 | Cc1cc(C(=O)NCc2ccc(S(N)(=O)=O)cc2)cs1
1 | 8 | Cc1cc(C)nc(SCC(=O)N/N=C/c2cccn2-c2ccc(O)cc2)n1
-7 | 8 | CC(=O)Nc1ccc(-c2nnc(SCc3ccccc3C#N)n2C)cc1
5 | -15 | Cc1ccccc1N1CCN(c2ncnc3scc(-c4cccs4)c23)CC1
9 | 7 | COc1ccc(-c2cc(C(=O)Nc3c(C)nn(Cc4ccc(Cl)cc4)c3C)no2)cc1
0 | 5 | O=C(O)c1ccc(COc2ccc(Cl)cc2)o1
-1 | -9 | O=C1CCC(=O)N1OCCCOc1ccccc1
-6 | 3 | O=S(=O)(c1ccc(F)cc1)N1CCN(c2ccccc2)CC1
-8 | 5 | CCn1c(=O)c(C(=O)CN(C)Cc2cccc(OC)c2OC)c(N)n(Cc2ccccc2)c1=O
1 | 5 | Cc1ccccc1-n1ccnc1SCC(=O)O
4 | 8 | N#C/C(=N\O)c1nc(-c2ccccc2)cs1
-9 | -31 | CC1CN(c2oc(-c3cccs3)nc2C#N)CC(C)O1 (configuration not stated)
-2 | 6 | CNC(=O)C(Sc1nc(C)nc2c1oc1ccccc12)C(C)=O (configuration not stated)
5 | -14 | CCN1CCCC1CNS(=O)(=O)c1cc(Br)cc2c1N(C(=O)C1CC1)CC2 (configuration not stated)
2 | 23 | CCCn1c(SCC(=O)Nc2cc(Cl)ccc2OC)n[nH]c1=O
1 | 10 | NC(=O)Nc1ccc(F)cc1
-4 | 15 | CCN1CCCc2cc(CN(CCN3CCOCC3)C(=O)Nc3ccc(C)c(C)c3)ccc21
8 | 7 | COC(=O)c1cc2ccsc2n1Cc1nc(-c2cccc(Cl)c2)oc1C
1 | 10 | C=CCc1ccc(OCCCOc2ccc(C)c(C)c2)c(OC)c1
0 | 5 | CCOC(=O)C1=NN(N=O)C2(CC(=O)N(c3cc(C)cc(C)c3)C2=O)C1 (configuration not stated)
-2 | 10 | CS(=O)(=O)N1CCc2ccccc2C1
0 | 1 | CC(C)c1ccc(NC(=O)NC2CCCCC2)cc1
-7 | 4 | Cc1nc([N+](=O)[O-])c(N2CCN(C)CC2)n1Cc1ccccc1
3 | 6 | O=C(c1ccc(Cl)nc1)N1CCc2ccccc2C1
1 | -14 | Cc1ccc(OCCn2cnc3c(N)ncnc32)cc1
-4 | 0 | CCC(C)(C(=O)NC1CCCC1)N(C(=O)CC1NC(=O)NC1=O)c1ccc(C)cc1 (configuration not stated)
-8 | 7 | Cc1cc(Cl)ccc1OCc1nc(-c2ccc(O)cc2)n[nH]1
1 | 2 | O=C(CCN1C(=O)c2ccccc2C1=O)Oc1ccc2ccccc2c1
-5 | 4 | O=C(NC1CCN(Cc2ccccc2)CC1)C1COc2ccccc2O1 (configuration not stated)
3 | 8 | Cc1ccc(C(=O)c2coc3c2C(=O)C(=O)c2ccccc2-3)cc1
-5 | -15 | CCN(CC)S(=O)(=O)c1cccc(C(=O)NCCc2ccccc2)c1
-7 | -5 | CC1(C)CC(=O)C(C=NCC2CCN(C(=O)Nc3ccc(Cl)c(Cl)c3)CC2)=C(O)C1
2 | 12 | CCN(C(=O)c1sc(N)c(C#N)c1C)C1CCCCC1
3 | -1 | CS(=O)(=O)N1CCN(C/C=C/c2ccccc2)CC1
0 | 5 | C=CCc1ccc(OCCOc2ccc(/C=N/n3cnnc3)cc2OCC)c(OC)c1
4 | 12 | COc1ccc(NC(=O)c2c(NC(=O)CNCc3ccco3)sc3c2CCC3)c(OC)c1
1 | 6 | COc1ccc(-c2csc(Nc3cccnc3)n2)cc1
-13 | -14 | COc1ccc(Cn2cccc(NC(=O)Nc3cccc(C#N)c3)c2=O)cc1
-6 | -22 | CC1(C)CC(=O)C2=C(C1)c1c(ccc3ccccc13)NC2c1ccco1 (configuration not stated)
0 | 12 | O=C(c1ccco1)N1N=C(c2cccs2)CC1c1ccc(F)cc1 (configuration not stated)
-7 | 10 | CN(C(=O)Nc1ccccc1)C1CCS(=O)(=O)C1 (configuration not stated)
5 | 4 | Cc1ccc2c(Cl)cc(Cl)c(OCC(=O)NC(=O)NCc3ccco3)c2n1
2 | 9 | Cc1ccccc1CSc1nnc(-c2cccs2)n1Cc1ccco1
-8 | -10 | Cc1ccc(-c2csc3ncnc(N4CCN(C(=O)c5ccccc5)CC4)c23)cc1
3 | 3 | Cn1cc(CCC(=O)NCc2ccc3c(c2)OCO3)c2ccccc21
2 | 6 | Cc1oc(-c2ccccc2Cl)nc1CSCC(=O)O
2 | 8 | N#CCCN1CCN(S(=O)(=O)c2ccc3c(c2)OCCCO3)CC1
-4 | 7 | O/N=C(/CN(O)/C=C1/C=CC=N1)c1cccs1

Part of the list above in order of molar mass, descending:
FXIa inh | FXIIa single | SMILES
-7 | -5 | CC1(C)CC(=O)C(C=NCC2CCN(C(=O)Nc3ccc(Cl)c(Cl)c3)CC2)=C(O)C1
3 | 3 | Cn1cc(CCC(=O)NCc2ccc3c(c2)OCO3)c2ccccc21
2 | 6 | Cc1oc(-c2ccccc2Cl)nc1CSCC(=O)O

In the list so far, these contain bromine:
FXIa inh | FXIIa single | SMILES
-6 | -29 | CCNc1nc(C)c2cc(Br)c(=O)n(CC)c2n1
-11 | -12 | N#Cc1nc(COc2ccc(Br)cc2)oc1N1CCCC1
5 | -14 | CCN1CCCC1CNS(=O)(=O)c1cc(Br)cc2c1N(C(=O)C1CC1)CC2 (configuration not stated)

Looked up above:
For FXIIa single, CC1(C)CC(=O)C(C=NCC2CCN(C(=O)Nc3ccc(Cl)c(Cl)c3)CC2)=C(O)C1 has the entry -5
For FXIa inh, CCN(CC)S(=O)(=O)c1cccc(C(=O)NCCc2ccccc2)c1 has the entry -5
For FXIa inh, Cn1cc(CCC(=O)NCc2ccc3c(c2)OCO3)c2ccccc21 has the entry 3

Further structures.
FXIa inh | FXIIa single | SMILES
-2 | 6 | CCCC(=O)N1CCN(c2ccc(NC(=O)c3ccc(Br)o3)cc2)CC1
6 | 10 | CCOC(=O)N1CCN(Cc2ccc(F)cc2F)CC1
-12 | -12 | O=C1c2ccccc2C(=O)N1CCCC(=O)N1CCc2ccccc21
-3 | 5 | CC1=CC(C)C2C(=O)N(c3ccccc3)C(=O)C2C1 (configuration not stated)
-6 | 1 | Cc1cc(=O)oc2cc(OCC(=O)Nc3nnc(CC(C)C)s3)ccc12
2 | 7 | CCCCNc1cc(=O)oc2ccccc12
9 | 8 | CCOc1ccc(C(=O)OC2CCN(C)CC2)cc1
-4 | 4 | COc1ccc(NC(=O)CCN2CCCCCC2)cc1
45* | 2 | COc1ccc(Cn2nnnc2C(c2ccccc2Cl)N2CCC(C(N)=O)CC2)cc1 (configuration not stated)
1 | -6 | CCc1cc2c(=O)n(-c3ccc(Br)cc3)cnc2s1
2 | 8 | Cn1ncc(C#N)c1NC(=O)C1CC(c2ccc(Cl)c(Cl)c2)=NO1 (configuration not stated)
-5 | 1 | COC(=O)CN(n1cnnc1)S(=O)(=O)c1ccccc1Cl
3 | 1 | CC[N+](C)(C)Cc1ccccc1Br
1 | 4 | CN(C)CCN(Cc1ccccc1)c1ccccn1
2 | -18 | COCCSc1nnc(NS(=O)(=O)Cc2ccccc2)s1
3 | 4 | CCOC(=O)c1ccc(NC(=O)CN2CCc3ccccc3C2)cc1
25 | -13 | CCOC(=O)c1cc(NC(=O)N(C(C)C)C(C)C)c(C)nc1C
-2 | 3 | Cc1noc(C)c1S(=O)(=O)N1CCC(C(=O)N(C)Cc2ccccc2)CC1
-3 | 6 | CC1(C)Cc2ccccc2-c2nnc(SCC(=O)N3CCN(c4ccccc4)CC3)n21
5 | 7 | CC1CCN(c2nc3ccc(C(=O)N4CCN(Cc5ccccc5)CC4)cc3s2)CC1
1 | 6 | O=C(CCC1COc2ccccc2O1)N1CCCC1 (configuration not stated)
10 | 0 | Cc1nc2c(C(=O)N3CCN(C)CC3)cnn2c(C)c1Cc1ccc(Cl)cc1
8 | 9 | Cc1ccc(COn2c(-c3ccc(Cl)cc3Cl)nc3ncccc32)cc1
-1 | -12 | CC(C)C1OC2c3cccc4cccc(c34)C2N1c1ccccc1 (configuration not stated)
5 | 2 | Cc1cccc2cc(CN(Cc3ccco3)C(=O)c3cccs3)c(=O)[nH]c12
-7 | 7 | COCCn1c(SCC(=O)Nc2cc(C)on2)nnc1-c1ccco1
6 | 13 | Cc1ccc(S/C=C\C(=O)c2ccccc2)cc1
7 | 10 | Cc1ccc2c(c1)CC1(CN2C)C(=O)OC(C)(C)OC1=O
11 | 5 | COc1ccc(-c2nc(C(N)=O)c3[nH]c(=O)n(-c4ccccc4OC)c3n2)c(OC)c1
-1 | -4 | Cc1ccc2c(c1)N(CCC(=O)NC(C)C)C(=O)CO2
13 | 4 | COC(=O)Cn1cnc2ccccc2c1=O
1 | 12 | Cc1ccc(N2CC(C(=O)NCc3ccccn3)CC2=O)cc1 (configuration not stated)
0 | -6 | CC(=O)Oc1ccc2ccccc2c1C(NC(=O)C(C)C)c1cccc([N+](=O)[O-])c1 (configuration not stated)
2 | -1 | COc1ccc(Cn2cc3c(-c4ccc(F)cc4)nnc-3c3cc(OC)c(OC)cc32)cc1
16 | -10 | CCC(C)(C)C1CCc2c(sc(NC(=O)c3cccs3)c2C(N)=O)C1 (configuration not stated)
9 | 7 | CCN(CC)CCOCCOc1cc(C)c(Cl)c(C)c1
4 | 2 | Cc1onc(-c2ccccc2)c1C(=O)OCC(=O)Nc1ccc2c(c1)OCO2
2 | -1 | COc1ccc2nc(NC(=O)C3CCN(S(=O)(=O)c4cccnc4)CC3)sc2c1
-1 | 6 | Cc1cc(C)n(C(=O)CNC(=O)c2ccco2)n1
